# High-throughput results from PubChem BioAssay.
# TDP43 rescue: inhibitors of TDP-43 toxicity in yeast | TDP-43 expressing yeast growth rescue, BacTiter-Glo, 24 h | Potency, µM (titrated, usually from 46.1 µM), without a hit: at the highest dose growth rescue (activation), actives largely listed as activators | actives 1.8% (n = 410,000); note: % of control where 0% means no effect; nearly all actives have a fitted effect of over 50% in size
#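 Luminescence from BacTiter-Glo reports growth of TDP-43-expressing yeast after 24 hr at 30 deg C with compound. Cells were raffinose-pregrown to mid-log, then seeded in galactose medium at OD600=0.02.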
# EPAC1 antag: antagonists of human EPAC1 | EPAC1 GEF assay, Rap1b-BODIPY-GDP exchange fluorescence | Potency, µM (titrated, usually from 115 µM), for the others: at the top dose activity change, negative = inhibition, usual class: inhibitors | actives 0.14% (n = 360,000);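 note: plate controls were vehicle for no effect and positive control for full effect; nearly all actives have a fitted effect of over 50% in size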
# EPAC1 agonist: activates human EPAC1 exchange factor; O95398; EPAC1 agonist qHTS, biochemical assay; response scale: 100% = response to 6.5 mM cAMP; Potency, µM (highest dose often 154 µM), for the others: at the top dose activation, actives largely listed as activators; actives 0.073% (n = 360,000); AID 720707; note: nearly all actives have a fitted effect of over 60% in size
#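 EPAC1 100 nM, Rap1B–BODIPY-GDP 250 nM, unlabeled GDP 50 uM; compound titration; 5 min RT; kinetic read ex480/em540 at 5-min intervals ×30 min; data normalized to 6.5 mM cAMP agonist control.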
# aSyn rescue: alpha-synuclein toxicity inhibition in yeast; Potency, µM (top dose mostly 46.1 µM), for inactives: at the top dose growth rescue (activation), most hits filed as activators; actives 0.14% (n = 370,000); Yeast expressing alpha-synuclein, growth rescue, BacTiter-Glo, 24 h; note: % of control where 0% means no effect; nearly all actives have a fitted effect of over 65% in size
#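 Screening used galactose-induced yeast with toxic alpha-synuclein levels, exposed to compound for 24 hr at 30 deg C. Cell growth, read with BacTiter-Glo luminescence, gave the measured signal.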
# EPAC2 antagonist: EPAC2 (human) antagonism | Q8WZA2 | EPAC2 GEF exchange of Rap1B-BODIPY-GDP, fluorescence | Potency, µM (series often up to 114 µM), inactives show at the highest dose activity, negative = inhibition, hits mostly inhibitors | actives 0.18% (n = 360,000) | AID 720708; note: % is set by controls: 0 for no effect and ±100 for the full control effect; nearly all actives have a fitted effect of over 45% in size; many of its hits are not listed in these tables
# Target sequence (Q8WZA2 whole entry, looked up): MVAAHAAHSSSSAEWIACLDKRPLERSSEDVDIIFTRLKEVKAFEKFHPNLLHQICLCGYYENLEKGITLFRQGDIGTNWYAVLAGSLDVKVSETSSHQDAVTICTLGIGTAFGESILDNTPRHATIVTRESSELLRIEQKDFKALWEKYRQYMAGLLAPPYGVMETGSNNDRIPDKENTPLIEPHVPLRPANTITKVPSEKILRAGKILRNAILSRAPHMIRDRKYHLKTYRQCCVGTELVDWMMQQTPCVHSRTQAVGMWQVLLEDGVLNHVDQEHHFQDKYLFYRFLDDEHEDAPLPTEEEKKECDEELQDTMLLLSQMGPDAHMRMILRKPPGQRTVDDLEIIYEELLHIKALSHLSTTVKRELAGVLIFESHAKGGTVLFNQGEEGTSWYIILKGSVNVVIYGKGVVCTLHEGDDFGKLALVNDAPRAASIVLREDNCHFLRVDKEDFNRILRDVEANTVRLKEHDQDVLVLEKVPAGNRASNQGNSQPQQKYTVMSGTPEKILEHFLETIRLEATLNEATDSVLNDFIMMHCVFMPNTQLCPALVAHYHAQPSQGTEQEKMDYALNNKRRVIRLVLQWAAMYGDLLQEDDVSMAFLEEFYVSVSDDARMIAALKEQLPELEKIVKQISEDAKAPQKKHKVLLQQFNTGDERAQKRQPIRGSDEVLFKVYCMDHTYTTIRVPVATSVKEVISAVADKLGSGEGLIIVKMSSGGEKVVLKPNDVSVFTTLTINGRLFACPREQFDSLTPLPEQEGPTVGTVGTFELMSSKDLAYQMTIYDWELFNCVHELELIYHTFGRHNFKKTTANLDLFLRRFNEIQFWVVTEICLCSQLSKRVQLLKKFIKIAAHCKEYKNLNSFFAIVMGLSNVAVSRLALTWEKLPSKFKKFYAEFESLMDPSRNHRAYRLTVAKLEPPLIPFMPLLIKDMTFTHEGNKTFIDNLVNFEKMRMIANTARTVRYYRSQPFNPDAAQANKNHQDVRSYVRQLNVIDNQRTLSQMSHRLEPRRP
# EPAC2 agonist: agonists of human EPAC2 (RAPGEF4); Q8WZA2; EPAC2 activation, biochemical qHTS; response scale: 100% = 6.5 mM cAMP response; Potency, µM (series often up to 154 µM), without a hit: top-dose activation, usual class: activators; actives 0.079% (n = 360,000); AID 720711; note: nearly all actives have a fitted effect of over 50% in size
#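 Setup: EPAC2 100 nM, labeled Rap1B complex 250 nM, free GDP 50 uM. Compound titrations pinned in, brief spin, 5 min room temperature incubation. Kinetic fluorescence read over 30 min, normalized to 6.5 mM cAMP.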
# FUS yeast rescue: suppressors of FUS proteinopathy in yeast; Potency, µM (doses to about 76.6 µM), for inactives: top-dose growth rescue (activation), most hits filed as activators; AID 1347120; actives 0.24% (n = 390,000); S. cerevisiae FUS-expressing, growth rescue, OD600, 24 h;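 note: plate controls were DMSO vehicle for no effect and reference control for full effect; nearly all actives have a fitted effect of over 55% in size; some results filed as inactive show a strong effect at the top dose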
#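 Restored growth of FUS-toxic S. cerevisiae, read as 600 nm absorbance after 24 h at 30C in galactose medium (starting OD 0.005). Controls CP55940 and DMSO.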
# PTHR1 ag: activates the human parathyroid hormone receptor PTHR1 | Potency, µM (titrated, usually from 115 µM), for the others: at the highest dose activation, actives largely listed as activators | HEK293 GP2 PTHR1 cells, GloSensor cAMP luminescence, 1 h | Q03431 | actives 0.075% (n = 410,000); note: nearly all actives have a fitted effect of over 55% in size; some results filed as inactive show a strong effect at the top dose; inactives centre near -15; many of its hits are not listed in these tables
#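 HEK-293-derived GP2 cells expressing PTHR1 and a GloSensor cAMP reporter, 3,000/well, plated overnight, given luciferin plus IBMX (each 0.5 mM as added) for 1 h at 37 °C, then compound for 1 h at 37 °C. Luminescence was read after 15 min at room temperature.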
# Starred values were filed as active, the others as inactive; i = inactive; ? = inconclusive; / = no result given; [ ] = another dose, or the depositor's remark. Calls come from the whole dose curve; as a rule, active = well fitted curve in the direction sought with a large enough effect; inconclusive = small, poorly fitted or top-dose-only effect, or another doubt; inactive = no such curve, though single readings can be large; an effect the other way counts as inactive or inconclusive. Potency is the fitted concentration of half-maximal effect. The list is partial (hit frequency here may not be typical).
# Order of values – TDP43 rescue, EPAC1 antag, EPAC1 agonist, aSyn rescue, EPAC2 antagonist, EPAC2 agonist, FUS yeast rescue, PTHR1 ag
COCCn1c(SC(C)C(=O)NC2CCCCC2C)nc2ccccc2c1=O (configuration not stated)
    -6.2%, 4.9%, -4.3%, -1.0%, -12.3%, -14.1%, 21.3%, 1.6%
Cc1nc(Cc2nnc(SCC(=O)N(C)c3ccccc3)o2)cs1
    11.7%, -10.2%, -62.0%[inhibitor], 1.3%, -8.4%, -2.5%, 9.2%, i
COc1cccc(CNC(=O)CCC2CCCN(C(=O)c3cc(C)on3)C2)c1 (configuration not stated)
    8.2%, -13.8%, -8.5%, -1.3%, -3.5%, 4.2%, 11.9%, 10.1%
CCCNC(=O)C1CCC(CNS(=O)(=O)c2ccc3c(c2)N(C(C)=O)CCO3)CC1 (configuration not stated)
    -1.7%, 7.5%, 26.8%, -0.3%, -2.0%, 3.3%, 4.1%, i
O=C(O)c1cc(-c2ccc(/C=N/N3C(=O)C4C5C=CC(CC5)C4C3=O)o2)ccc1Cl (configuration not stated)
    -18.0%, 9.0%, 1.0%, 1.0%, 6.5%, 1.5%, 8.9%, i
O=C(NC1CCCCC1)Nn1c(-c2ccccc2)nc2ccccc2c1=O
    0.0%, 2.6%, -9.3%, 11.0%, 6.2%, 6.5%, /, 16.0%
C=CCOC(=O)C1=C(C)NC(C)=C(C(=O)OCC=C)C1c1ccco1
    9.6%, -14.4%, 0.0%, -0.8%, 44.7µM*, 1.6%, 12.5%, -41.3%[inhibitor]
Cc1ccc(Cc2c(-c3ccc(F)cc3)nc3ccc(Br)cn23)cc1
    0.0%, -18.9%, 4.1%, 0.9%, -20.9%, 4.7%, ?, -4.7%
O=c1c2c([nH]c3ccccc13)CCCC2
    -14.0%, 1.0%, 0.6%, -27.3%, 10.8%[57.1 µM], 19.3%, -25.8%, i
COc1ccc(NC(=O)CCCn2c(=O)c3sccc3n(Cc3ccc(C)cc3)c2=O)cc1
    18.4%, 3.1%, -13.0%, 4.4%, -2.2%, -4.3%, 15.4%, -23.0%
Cn1cnnc1Sc1ccc(C(=O)OCC(=O)Nc2ccccc2)cc1[N+](=O)[O-]
    24.6%, 0.8%, 2.3%, -4.6%, -8.2%, 12.9%, 29.0%, i
O=C(COC(=O)Cc1ccsc1)Nc1ccc(Cl)cn1
    -8.3%, 6.4%, 8.2%, -5.5%, 10.2%, 6.2%, /, i
C=CCNC(=S)Nc1ccc(Cl)cc1
    26.5%, -6.8%, 0.0%, -0.2%, -4.5%, -1.6%, -12.8%, i
C=CCNC(=S)NNC(=O)C(CCCC)CC(C)O (configuration not stated)
    2.3%, 7.9%, 6.5%, -10.4%, 20.2%, -10.0%, -11.5%, i
O=C(NCCCN1CCOCC1)c1ccc(CNS(=O)(=O)c2ccc(F)cc2)cc1
    6.1%, 8.4%, 10.7%, -0.7%, -1.4%, 11.4%, 23.7%, -26.3%[57.5 µM]
CC(=O)Nc1ccc(S(=O)(=O)Nc2ccc(S(=O)(=O)Nc3nccs3)cc2)cc1
    -19.6%, -6.5%, 0.0%, -9.7%, 7.1%, 9.6%, 21.9%, i
CC(C)n1nc(C(=O)Nc2ccc3c(c2)OCO3)c2ccccc2c1=O
    23.8%, -1.4%, 5.2%, -1.3%, -6.3%, 5.5%, -8.4%, i
O=C1NC(=O)C(c2cn(-c3ccccc3)nc2-c2ccc(F)cc2)N1 (configuration not stated)
    -5.7%, -18.7%, -6.2%, -19.5%, 2.3%, -6.3%, 0.5%, i
N#CC1=C(N)C(C#N)(C#N)[C@H](c2ccoc2)[C@H]2CN(Cc3ccccc3)CC=C12
    -1.5%, 1.7%, 15.4%, 3.3%, -10.4%, 7.3%, 23.6%, i
COC(=O)c1c(NC(=O)COC(=O)CCc2ccc(S(=O)(=O)N3CCOCC3)cc2)sc2c1CCC2
    -19.0%, -23.3%, -3.9%, -11.3%, -11.2%, 21.7%, /, 20.5%

# Ordered by SMILES length (low to high): 3 of the compounds above.
# Order of values – TDP43 rescue, EPAC1 antag, EPAC1 agonist, aSyn rescue, EPAC2 antagonist, EPAC2 agonist, FUS yeast rescue, PTHR1 ag
Cc1nc(Cc2nnc(SCC(=O)N(C)c3ccccc3)o2)cs1
    11.7%, -10.2%, -62.0%[inhibitor], 1.3%, -8.4%, -2.5%, 9.2%, i
O=C1NC(=O)C(c2cn(-c3ccccc3)nc2-c2ccc(F)cc2)N1 (configuration not stated)
    -5.7%, -18.7%, -6.2%, -19.5%, 2.3%, -6.3%, 0.5%, i
COc1ccc(NC(=O)CCCn2c(=O)c3sccc3n(Cc3ccc(C)cc3)c2=O)cc1
    18.4%, 3.1%, -13.0%, 4.4%, -2.2%, -4.3%, 15.4%, -23.0%

# In the list so far, these have two or more sulfur atoms:
# Order of values – TDP43 rescue, EPAC1 antag, EPAC1 agonist, aSyn rescue, EPAC2 antagonist, EPAC2 agonist, FUS yeast rescue, PTHR1 ag
Cc1nc(Cc2nnc(SCC(=O)N(C)c3ccccc3)o2)cs1
    11.7%, -10.2%, -62.0%[inhibitor], 1.3%, -8.4%, -2.5%, 9.2%, i
CC(=O)Nc1ccc(S(=O)(=O)Nc2ccc(S(=O)(=O)Nc3nccs3)cc2)cc1
    -19.6%, -6.5%, 0.0%, -9.7%, 7.1%, 9.6%, 21.9%, i
COC(=O)c1c(NC(=O)COC(=O)CCc2ccc(S(=O)(=O)N3CCOCC3)cc2)sc2c1CCC2
    -19.0%, -23.3%, -3.9%, -11.3%, -11.2%, 21.7%, /, 20.5%

# (continued)
# Order of values – TDP43 rescue, EPAC1 antag, EPAC1 agonist, aSyn rescue, EPAC2 antagonist, EPAC2 agonist, FUS yeast rescue, PTHR1 ag
N#Cc1ccc(Cl)cc1NC(=O)CSc1cccc[n+]1[O-]
    -41.0%[inhibitor], -4.5%, -2.7%, 6.9%, 13.0%, 5.7%, /, -14.3%
CCCNC(=O)c1ccc(SCC(=O)N(CC)CC)c([N+](=O)[O-])c1
    -22.9%, 12.8%, -5.5%, -5.7%, 12.7%, 1.0%, 14.9%, i
Cc1cc(C)c(NC(=O)Cn2c(=O)n(Cc3ccco3)c(=O)c3ccccc32)c(C)c1
    17.9%, -16.1%, -15.3%, 1.4%, -0.2%, -12.8%, 6.7%, i
Nc1c2c(nc3ccn(-c4ccccc4)c(=O)c13)CCCCC2
    -7.5%, -7.1%, 10.2%, -3.7%, -4.5%, -1.4%, 9.5%, -24.5%[57.5 µM]
CC(C)(C)NC(=O)C(c1ccncc1)N(C(=O)Cn1nnc(-c2cccs2)n1)C1CCCCC1 (configuration not stated)
    -11.2%, -11.3%, 3.4%, 0.5%, -10.4%, 6.4%, 14.3%, i
COC(=O)c1cc(S(=O)(=O)NCCc2cccc(C)c2)cn1C
    -0.5%, -4.1%, 7.7%, 13.0%, -2.3%, 3.8%, -11.7%, i
CCS(=O)(=O)c1ccc2oc(Nc3cc(Cl)ccc3OC)nc2c1
    17.7%, -7.5%, -9.0%, 1.3%, 13.2%, -2.6%, -15.3%, i
C1=CC2CC1CC2CNCc1ccco1 (configuration not stated)
    -16.5%, 5.1%, 0.2%, -2.6%, 13.4%, 0.7%, 32.5%, -2.9%
Cc1cccc(N2CCN(C(=O)CCNS(=O)(=O)c3cccs3)CC2C)c1 (configuration not stated)
    0.8%, -2.7%, -0.3%, 7.1%, -17.0%, -0.3%, -15.2%, -89.1%[inhibitor]
CC(C)=CCN1CCN(Cc2ccc(C#CC(C)(C)O)s2)CC1CCO (configuration not stated)
    -16.0%, -1.6%, 2.5%, -1.5%, 13.0%, -6.8%, 17.0%, -21.1%
O=C(Cc1ccccc1)c1ccc2c(c1)OCCO2
    ?, 3.8%, 8.2%, 0.0%, -3.5%, 1.7%, 16.2%, i
CC1CCCCC1NC(=O)/C(C#N)=C/c1ccc(OCC(N)=O)cc1 (configuration not stated)
    -12.3%, 25.9%, -12.6%, 2.3%, -2.1%, -3.6%, 14.7%, -60.9%[inhibitor]
CC(NC(=O)COC(=O)C1CCN(S(=O)(=O)c2ccccc2C(F)(F)F)CC1)c1ccccc1 (configuration not stated)
    -18.2%, 3.2%, 5.3%, 2.8%, -8.4%, -3.8%, /, i
CCCc1cc(=O)[nH]c(SCC(=O)Nc2sc(C(N)=O)c(C)c2C(=O)OCCOC)n1
    4.4%, -14.2%, -3.0%, -2.8%, -1.2%, 6.7%, 0.6%, ?
CCc1cccc(CC)c1-n1c(SCC(=O)c2c(N)n(C)c(=O)n(C)c2=O)nnc1-c1cccnc1
    -8.3%, -5.2%, -2.4%, -3.6%, -17.4%, -7.4%, /, i
CCc1cccc2c1NC(=O)[C@]21[C@@H]2C(=O)N(Cc3ccccc3)C(=O)[C@@H]2[C@@H]2CCCN21
    16.1%, ?, 13.7%, 10.3%, -3.0%, -3.6%, ?, i
CCOc1ccc2c(c1)-c1c(ssc1=S)C(C)(C)N2C(=O)c1ccco1
    6.7%, 2.5%, 10.1%, 12.1%, -18.0%, 10.7%, 0.7%, -4.9%
COCCCNC(=O)CC1C[C@H](C(=O)N2CCCCC2)[C@@]2(CCc3ccccc3)c3[nH]c4ccccc4c3CCN2C1=O (some centres not stated)
    2.5%, -16.4%, 2.0%, -0.2%, 5.1%, 3.0%, -16.6%, -15.8%
Cc1noc(C)c1S(=O)(=O)N1CCCC(C(=O)NCCC2=CCCCC2)C1 (configuration not stated)
    6.3%, 0.4%, 8.6%, 3.2%, -4.2%, -3.3%, 2.4%, i
Fc1ccc(Nc2nc3ccccc3s2)cc1
    ?, -8.6%, 9.2%, -5.7%, -13.7%, 0.1%, 4.4%, i
N=c1c(C(=O)NCc2ccco2)cc2c(=O)n3ccccc3nc2n1Cc1ccccc1
    16.6%, 4.3%, 10.0%, 0.2%, -0.2%, 7.8%, 14.8%, i
C[C@]12C(=O)N(c3ccc(Cl)cc3)C(=O)N1[C@H]1c3ccccc3OC[C@@H]1[C@H]2c1ccccc1
    -20.3%, 6.8%, -21.0%, -11.3%, 12.1%, -4.2%, 44.5%, -17.1%
COc1ccc(Cl)c2sc(N3CCN(C(C)=O)CC3)nc12
    15.9%, 4.2%, 6.0%, -0.8%, -4.0%, -6.2%, 1.8%, i
COc1ccc(NC(=O)c2ccc([N+](=O)[O-])s2)c([N+](=O)[O-])c1
    21.4%, 0.7%, 11.9%, 1.2%, 10.0%, 10.1%, -4.7%, -26.2%
CC1CC(C)CN(CCCNC(=O)CC2Oc3ccccc3NC2=O)C1 (configuration not stated)
    11.7%, -14.9%, -8.9%, -2.4%, -13.1%, 10.5%, 0.5%, i
CN(CC(=O)Nc1ccc(F)c(F)c1F)C(=O)CN1C(=O)NC2(CCCC2)C1=O
    -18.8%, 8.4%, 6.1%, -4.7%, -1.6%, 3.4%, 15.7%, i
